LYPLA1 inh = counter-screen for PME1 inhibitors: inhibitors of human LYPLA1 | O75608 | recombinant LYPLA1, FP-Rh probe fluorescence polarization | inhibition, % at 5.9 µM | 320,000 tested, 0.16% active | AID 2174;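 active = inhibition above the mean of all tested compounds plus 3 SD, set per campaign, cut at about 14% in these data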;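 note: inhibitors block serine hydrolase probe labeling of LYPLA1 so polarization falls; 0% = enzyme with DMSO and 100% = wells lacking LYPLA1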
pPAFAH FP inh = pPAFAH (human) enzyme inhibition; inhibition, % at 3.39 µM; 330,000 tested, 1.5% active; recombinant pPAFAH, FP-rhodamine probe fluorescence polarization;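 active = inhibition above the mean inhibition across the screen plus 3 SD, cut at about 25% in these data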;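 note: inhibitors block binding of the rhodamine activity-based probe so polarization drops; 0% = enzyme with DMSO and 100% = wells lacking pPAFAH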
PREPL inh = inhibits the human prolyl oligopeptidase-like enzyme; recombinant PREPL, fluorescence polarization activity-based probe; AID 2751; 320,000 tested, 0.68% active; Q4J6C6; inhibition, % at 5.96 µM; in the data active = inhibition above about 43%;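 note: 0% = enzyme with DMSO and 100% = wells lacking enzyme; many of its hits are not listed in these tables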
Target sequence (Q4J6C6 whole entry, looked up): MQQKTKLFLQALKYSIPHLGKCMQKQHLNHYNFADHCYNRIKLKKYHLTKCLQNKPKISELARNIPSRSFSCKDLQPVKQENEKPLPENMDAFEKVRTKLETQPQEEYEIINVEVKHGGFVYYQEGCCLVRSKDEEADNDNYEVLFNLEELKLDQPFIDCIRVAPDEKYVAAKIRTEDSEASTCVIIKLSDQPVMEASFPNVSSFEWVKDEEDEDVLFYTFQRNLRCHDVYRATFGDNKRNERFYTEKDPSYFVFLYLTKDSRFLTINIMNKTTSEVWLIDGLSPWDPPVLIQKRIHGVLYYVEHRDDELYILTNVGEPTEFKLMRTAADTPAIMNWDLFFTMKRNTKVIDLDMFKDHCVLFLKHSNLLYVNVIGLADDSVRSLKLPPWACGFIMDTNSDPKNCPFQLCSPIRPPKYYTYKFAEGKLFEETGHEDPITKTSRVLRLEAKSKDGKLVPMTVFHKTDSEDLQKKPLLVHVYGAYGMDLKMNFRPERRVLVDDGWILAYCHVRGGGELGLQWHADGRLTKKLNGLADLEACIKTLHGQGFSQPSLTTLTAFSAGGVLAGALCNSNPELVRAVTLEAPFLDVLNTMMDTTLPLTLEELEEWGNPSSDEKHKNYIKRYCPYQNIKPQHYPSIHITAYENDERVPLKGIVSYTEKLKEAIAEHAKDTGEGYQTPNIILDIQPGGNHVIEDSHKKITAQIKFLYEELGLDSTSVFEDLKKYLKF
PAFAH2 FP inh = PAFAH2 (human) inhibition; recombinant PAFAH2, FP-rhodamine activity probe, fluorescence polarization; Q99487; AID 492956; inhibition, % at 3.39 µM; 340,000 tested, 0.99% active;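 active = inhibition above the mean over all tested compounds plus 3 SD, cut at about 30% in these data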;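 note: inhibitors block probe labeling of enzyme so polarization drops; 0% = enzyme with DMSO and 100% = wells lacking PAFAH2 protein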
LYPLA2 counter = counter-screen for PME1 inhibitors: inhibitors of human LYPLA2; 320,000 tested, 0.38% active; inhibition, % at 5.9 µM; recombinant LYPLA2, FP-Rh probe fluorescence polarization;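 active = inhibition above the screen-wide mean plus 3 SD, limit set per campaign, cut at about 26% in these data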;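 note: 0% = LYPLA2 with DMSO and 100% = wells lacking LYPLA2 enzyme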
Target sequence (O95372 whole entry, looked up): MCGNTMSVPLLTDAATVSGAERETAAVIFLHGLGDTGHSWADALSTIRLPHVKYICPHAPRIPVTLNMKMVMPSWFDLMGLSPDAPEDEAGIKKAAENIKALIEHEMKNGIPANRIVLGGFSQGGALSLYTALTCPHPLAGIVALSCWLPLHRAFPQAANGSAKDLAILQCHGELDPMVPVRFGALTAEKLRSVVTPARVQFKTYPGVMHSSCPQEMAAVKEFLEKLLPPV
PAFAH1B3 FP inh = PAFAH1B3 (human) inhibition | Q15102 | recombinant PAFAH1B3, FP-rhodamine probe, fluorescence polarization | inhibition, % at 3.39 µM | 340,000 tested, 0.28% active;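 active = inhibition above the screen-wide average of all tested compounds plus 3 SD, cut at about 25% in these data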;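 note: 0% = enzyme with DMSO only and 100% = wells lacking PAFAH1B3 protein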
ZTA counter = counter-screen for EBNA-1 inhibitors: inhibitors of Epstein-Barr virus ZTA. 320,000 tested, 0.15% active. P03206. ZTA-DNA binding, fluorescence polarization. AID 2234. inhibition, % at 11 µM; in the data active = inhibition above about 33%
EBNA-1 inh = blocks EBNA-1 binding to DNA | AID 1950 | EBNA-1 DNA binding, fluorescence polarization | inhibition, % at 14.8 µM | 300,000 tested, 0.34% active; in the data active = inhibition above about 28%
PAFAH1B2 FP inh = blocks human PAF acetylhydrolase 1b catalytic subunit 2; inhibition, % at 3.39 µM; 340,000 tested, 1.2% active; recombinant PAFAH1B2, FP-rhodamine activity probe, fluorescence polarization; P68402;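 active = inhibition above the mean of all tested compounds plus 3 SD, cut at about 24% in these data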;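 note: 0% = enzyme with DMSO and 100% = wells lacking PAFAH1B2; many of its hits are not listed in these tables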
Active calls of the source: *; & = joins results of further samples. These rows are one share of the data (hit frequency here may not be typical).

`CC(=O)c1sc(-c2ccccc2Cl)nc1C` gave LYPLA1 inh -1, pPAFAH FP inh 4, PREPL inh -7, PAFAH2 FP inh 0, LYPLA2 counter 8, PAFAH1B3 FP inh 7, ZTA counter -3, EBNA-1 inh 7 and PAFAH1B2 FP inh 5.
For CCOc1ccccc1Nc1nnc(C)c(=O)[nH]1 the results were LYPLA1 inh -1, pPAFAH FP inh -5, PREPL inh 16, PAFAH2 FP inh 0, LYPLA2 counter -6, PAFAH1B3 FP inh 5, ZTA counter 18, EBNA-1 inh -6 and PAFAH1B2 FP inh 1.
For CC1CC(C)CN(S(=O)(=O)c2ccc3c(c2)oc(=O)n3CC(=O)NCc2cccnc2)C1 (configuration not stated) the results were LYPLA1 inh 3, pPAFAH FP inh -4, PREPL inh 13, PAFAH2 FP inh -2, LYPLA2 counter 4, PAFAH1B3 FP inh -1, ZTA counter -4, EBNA-1 inh -14 and PAFAH1B2 FP inh 7.
Screening COc1ccc(C(CC(=O)N2CCCC2)C(C)C)cc1 (configuration not stated) returned LYPLA1 inh -1, pPAFAH FP inh 7, PREPL inh 7, PAFAH2 FP inh -2, LYPLA2 counter -2, PAFAH1B3 FP inh 1, ZTA counter 3, EBNA-1 inh 11 and PAFAH1B2 FP inh 2.
`COc1ccccc1NC(=O)COC(=O)Cn1cnc2c1c(=O)n(C)c(=O)n2C` gave pPAFAH FP inh 0, PREPL inh 20, PAFAH2 FP inh -5, PAFAH1B3 FP inh 8 and PAFAH1B2 FP inh 2.
For COc1cc(CCCN2C(=O)C(=O)NC[C@@H]2c2ccccc2)cc(OC)c1OC the results were LYPLA1 inh 0, pPAFAH FP inh 2, PREPL inh -3, PAFAH2 FP inh 7, LYPLA2 counter 0, PAFAH1B3 FP inh 14, ZTA counter -8, EBNA-1 inh -13 and PAFAH1B2 FP inh 1.
Screening O=C(COC(=O)c1ccc(Br)cc1)NCc1ccccc1 returned LYPLA1 inh -1, pPAFAH FP inh 11, PREPL inh 8, PAFAH2 FP inh 31*, LYPLA2 counter 4, PAFAH1B3 FP inh 8, ZTA counter 2, EBNA-1 inh 2 and PAFAH1B2 FP inh 1.
For C=CCn1c(SCC(=O)N2CCc3ccccc3C2)nc2sc(C)c(C)c2c1=O the results were LYPLA1 inh -6, pPAFAH FP inh 5, PREPL inh 35, PAFAH2 FP inh 3, LYPLA2 counter -3, PAFAH1B3 FP inh 6, ZTA counter 6, EBNA-1 inh 3 and PAFAH1B2 FP inh 4.
Screening CSc1nnc2ccc(-c3ccc(C)cc3)nn12 returned LYPLA1 inh -1, pPAFAH FP inh 7, PREPL inh -24, PAFAH2 FP inh 2, LYPLA2 counter -2, PAFAH1B3 FP inh 4, ZTA counter -18, EBNA-1 inh -13 and PAFAH1B2 FP inh -1.
Screening O=C(NCc1ccco1)C(=O)NCC1OCCN1S(=O)(=O)c1ccccc1 (configuration not stated) returned LYPLA1 inh 0, pPAFAH FP inh 0, PREPL inh -3, PAFAH2 FP inh 8, LYPLA2 counter -1, PAFAH1B3 FP inh 0, ZTA counter -10, EBNA-1 inh 1 and PAFAH1B2 FP inh 2.
Screening Cc1cccc2c(=O)n3c(nc12)CCCCC3 returned LYPLA1 inh 0, pPAFAH FP inh 7, PREPL inh 6, PAFAH2 FP inh 0, LYPLA2 counter -4, PAFAH1B3 FP inh 5, ZTA counter 10, EBNA-1 inh 7 and PAFAH1B2 FP inh 3.
Screening Cc1ccc(S(=O)(=O)N(C)CC(=O)N2CCOCC2)cc1 returned LYPLA1 inh -1, pPAFAH FP inh 0, PREPL inh -2, PAFAH2 FP inh 0, LYPLA2 counter -5, PAFAH1B3 FP inh 8, ZTA counter 4, EBNA-1 inh 6 and PAFAH1B2 FP inh 3.
For COc1ccc(NC(=S)N(CCCN2CCN(C)CC2)Cc2cccs2)cc1 the results were LYPLA1 inh -3, pPAFAH FP inh 0, PREPL inh 2, PAFAH2 FP inh -2, LYPLA2 counter 4, PAFAH1B3 FP inh 1, ZTA counter -11, EBNA-1 inh -6 and PAFAH1B2 FP inh -1.
`N#Cc1c(NC(=O)/C=C/C(=O)O)sc2c1CCN(Cc1ccccc1)C2` gave LYPLA1 inh 2, pPAFAH FP inh 18, PREPL inh 29, PAFAH2 FP inh 7, LYPLA2 counter -1, PAFAH1B3 FP inh 4, ZTA counter -4, EBNA-1 inh -4 and PAFAH1B2 FP inh 0.
CCCN(CCC)C(=O)Cn1c(=O)n(CCC(=O)NCCc2ccccc2)c(=O)c2ccccc21 was read as LYPLA1 inh -2, pPAFAH FP inh -2, PREPL inh 2, PAFAH2 FP inh 1, LYPLA2 counter -10, PAFAH1B3 FP inh 5, ZTA counter -14, EBNA-1 inh -15 and PAFAH1B2 FP inh 2.
`CCOc1ccccc1C1CC(=O)Nc2cc(OC)c(OC)c(OC)c21` (configuration not stated) gave LYPLA1 inh -3, pPAFAH FP inh -9, PREPL inh -12, PAFAH2 FP inh -1, LYPLA2 counter -1, PAFAH1B3 FP inh 8, ZTA counter 11, EBNA-1 inh -6 and PAFAH1B2 FP inh 3.
Screening N#C/C(=C\c1ccc(Cl)cc1)C(=O)NC1CC1 returned LYPLA1 inh 0, pPAFAH FP inh -4, PREPL inh 7, PAFAH2 FP inh -2, LYPLA2 counter -1, PAFAH1B3 FP inh 6, ZTA counter 1, EBNA-1 inh -14 and PAFAH1B2 FP inh 2.
O=C(Cc1ccccc1)NNS(=O)(=O)c1ccccc1[N+](=O)[O-] was read as LYPLA1 inh -3, pPAFAH FP inh -1, PREPL inh 0, PAFAH2 FP inh -3, LYPLA2 counter -3, PAFAH1B3 FP inh -3, ZTA counter -11, EBNA-1 inh -13 and PAFAH1B2 FP inh 11.
Screening C=CCN1c2ccccc2[C@]23C[C@@H](C(=O)OC)N(C(=O)C4CCC4)C2=NC(C(=O)OC)=C(C(=O)OC)[C@H]13 returned LYPLA1 inh 3, pPAFAH FP inh 4, PREPL inh -2, PAFAH2 FP inh 5, LYPLA2 counter 0, PAFAH1B3 FP inh -4, ZTA counter 7, EBNA-1 inh 6 and PAFAH1B2 FP inh -1.
CCOC(=O)C1=C(C)N(c2ccccc2)C(=O)/C1=C\c1ccc(O)c(OC)c1 was read as LYPLA1 inh -1, pPAFAH FP inh 2, PREPL inh 16, PAFAH2 FP inh -1, LYPLA2 counter -2, PAFAH1B3 FP inh 5, ZTA counter -23, EBNA-1 inh -1 and PAFAH1B2 FP inh 1.
`CCN(CC)Cc1cc(Nc2ccnc3cc(Cl)ccc23)ccc1O` gave LYPLA1 inh -7&-3, pPAFAH FP inh -7&-3, PREPL inh 23&40, PAFAH2 FP inh -8&-3, LYPLA2 counter -4&-4, PAFAH1B3 FP inh -3&2, ZTA counter -13&-5, EBNA-1 inh -4&-2 and PAFAH1B2 FP inh -2&1.
For CC1=C/C(=N\OC(=O)/C=C/c2ccccc2)C(C)=CC1=O the results were LYPLA1 inh -1, pPAFAH FP inh 0, PREPL inh -4, PAFAH2 FP inh -2, LYPLA2 counter -1, PAFAH1B3 FP inh 4, ZTA counter -6, EBNA-1 inh -3 and PAFAH1B2 FP inh -1.
`CCc1noc(C)c1C(=O)Nc1nc(-c2ccccc2)cs1` gave LYPLA1 inh 0, pPAFAH FP inh 2, PREPL inh 0, PAFAH2 FP inh 1, LYPLA2 counter -5, PAFAH1B3 FP inh 12, ZTA counter 9, EBNA-1 inh -3 and PAFAH1B2 FP inh 2.
Screening COc1cc(N=Nc2cccc(S(N)(=O)=O)c2)c2ccccc2c1N returned LYPLA1 inh 14*, pPAFAH FP inh 50*, PREPL inh 61*, PAFAH2 FP inh 20, LYPLA2 counter 18, PAFAH1B3 FP inh 18, ZTA counter -14, EBNA-1 inh -12 and PAFAH1B2 FP inh 12.
For CCOC(=O)COc1ccc(Oc2nc(C)cc(OC)n2)nn1 the results were LYPLA1 inh -1, pPAFAH FP inh 6, PREPL inh 19, PAFAH2 FP inh -9, LYPLA2 counter 2, PAFAH1B3 FP inh 7, ZTA counter -2, EBNA-1 inh 1 and PAFAH1B2 FP inh -1.
COc1ccc(-c2c(-c3ccc(OCC(=O)NN)cc3O)n[nH]c2C)cc1 was read as LYPLA1 inh -26, pPAFAH FP inh -2, PREPL inh 10, PAFAH2 FP inh -2, LYPLA2 counter -31, PAFAH1B3 FP inh -1, ZTA counter 6, EBNA-1 inh -12 and PAFAH1B2 FP inh -2.
For O=C(O)c1cccc(N2C(=O)c3cccc(Oc4ccc(Cl)cc4)c3C2=O)c1 the results were LYPLA1 inh -4, pPAFAH FP inh 9, PREPL inh 1, PAFAH2 FP inh -1, LYPLA2 counter 1, PAFAH1B3 FP inh -2, ZTA counter 12, EBNA-1 inh 11 and PAFAH1B2 FP inh 0.
`Clc1cccc(Cl)c1NC1=NCCC1` gave LYPLA1 inh -1, pPAFAH FP inh -3, PREPL inh -5, PAFAH2 FP inh 9, LYPLA2 counter -1, PAFAH1B3 FP inh 8, ZTA counter -15, EBNA-1 inh -13 and PAFAH1B2 FP inh 4.
For NS(=O)(=O)c1ccc(-c2ccc(/C=C3\C(=O)Nc4ccccc43)o2)cc1 the results were LYPLA1 inh -3, pPAFAH FP inh 1, PREPL inh 2, LYPLA2 counter 2, ZTA counter 9 and EBNA-1 inh 17.
`Cc1ccc(NC(=O)COC(=O)c2cccc(C)c2[N+](=O)[O-])cc1S(=O)(=O)N1CCCCC1` gave pPAFAH FP inh -10, PREPL inh 11, PAFAH2 FP inh 26, PAFAH1B3 FP inh -14 and PAFAH1B2 FP inh -18.
`Cc1ccc(NC(=O)CN(C)S(=O)(=O)c2cccs2)cc1F` gave LYPLA1 inh -3, pPAFAH FP inh 4, PREPL inh -14, PAFAH2 FP inh 2, LYPLA2 counter -1, PAFAH1B3 FP inh 6, ZTA counter 6, EBNA-1 inh 2 and PAFAH1B2 FP inh 1.
For C/C(=N/NS(=O)(=O)c1ccc(Br)cc1)c1ccc(C)o1 the results were LYPLA1 inh 0, pPAFAH FP inh 2, PREPL inh 4, PAFAH2 FP inh 5, LYPLA2 counter 2, PAFAH1B3 FP inh -1, ZTA counter -1, EBNA-1 inh -6 and PAFAH1B2 FP inh 0.
COc1ccc(CNc2nc3ccccc3n2C)c(O)c1 was read as LYPLA1 inh 1, pPAFAH FP inh -2, PREPL inh 10, PAFAH2 FP inh 3, LYPLA2 counter -1, PAFAH1B3 FP inh 8, ZTA counter 10, EBNA-1 inh -2 and PAFAH1B2 FP inh 3.
For Cc1cc(-c2ccccc2)nc(SC(C(=O)O)c2ccccc2)n1 (configuration not stated) the results were LYPLA1 inh 3, pPAFAH FP inh -4, PREPL inh -6, PAFAH2 FP inh 8, LYPLA2 counter -1, PAFAH1B3 FP inh 14, ZTA counter 3, EBNA-1 inh -6 and PAFAH1B2 FP inh 3.
For CCN(CC(=O)Nc1ccccc1OC)C(=O)c1cccc(-n2cccc2)c1 the results were LYPLA1 inh 2, pPAFAH FP inh 4, PREPL inh 10, PAFAH2 FP inh 3, LYPLA2 counter 10, PAFAH1B3 FP inh 8, ZTA counter -7, EBNA-1 inh 4 and PAFAH1B2 FP inh 6.
For CCN1CCN(CCOc2ccc(Cl)cc2)CC1 the results were LYPLA1 inh -1, pPAFAH FP inh 9, PREPL inh 5, PAFAH2 FP inh 1, LYPLA2 counter 0, PAFAH1B3 FP inh 4, ZTA counter 21, EBNA-1 inh 10 and PAFAH1B2 FP inh -1.

Source: PubChem BioAssay (The Scripps Research Institute Molecular Screening Center)
